USP1-UAF1 inh: blocks the human USP1/UAF1 deubiquitinase complex; recombinant USP1/UAF1, Ub-Rhodamine cleavage fluorescence; AID 743255; O94782; 0.23% of 390,000 active; Potency, µM (titrated, usually from 57.1 µM), for inactives: at the highest dose activity change, negative = inhibition, most hits filed as inhibitors; further: potency means the concentration at half of the fitted maximal effect; on the % scale 0 is the no-effect control and ±100 the full control effect; nearly all actives have a fitted effect of over 60% in size; inactives centre near -12
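1 nM enzyme complex + cpd, 15 min RT; start with Ub-Rho 150nM final; kinetic fluorescence ex 480/em 540, 6 reads q60 s. Buffer 50mM HEPES pH 7.8, 0.5mM EDTA, 0.1 mg/ml BSA, 1mM TCEP, 0.01% Tween-20.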
GLS inhibitor: inhibitors of human glutaminase (GLS) | 0.21% of 410,000 active | Potency, µM (doses to about 45.5 µM), inactives show at the top dose activity change, negative = inhibition, usual class: inhibitors | GLS enzymatic activity, qHTS titration | O94925 | AID 624170; further: potency means the concentration at half of the fitted maximal effect; on the % scale 0 is the no-effect control and ±100 the full control effect
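hKGA; 45 mM KH2PO4 pH 8.2 + 0.02% Tween-20; cpd via pin tool; 1 mM Gln soln; GluOx/HRP/Amplex Red; RT 30 min; fluor. t0 & final.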
TrxR1 inh: inhibitors of rat thioredoxin reductase 1. O89049. recombinant rTrxR1, NADPH fluorescence consumption, selenite substrate. Potency, µM (highest dose often 114 µM), for inactives: at the highest dose activity change, negative = inhibition, usual class: inhibitors. 1% of 390,000 active. AID 588453; further: potency means the concentration at half of the fitted maximal effect; on the % scale 0 is the no-effect control and ±100 the full control effect; nearly all actives have a fitted effect of over 65% in size
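Rat TrxR1 (90 nM in the dispensed reagent) was pre-reduced with 400 uM NADPH for 5 min at room temperature, then incubated with compound for 15 min. After 400 uM selenite was added, NADPH fluorescence (Ex 340/Em 450 nm) was followed for 8 min.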
mIDH1 inhibitor: human IDH1 R132H inhibition | O75874 | IDH1-R132H enzyme, NADPH consumption, diaphorase/resazurin fluorescence | Potency, µM (series often up to 76.6 µM), inactives show at the highest dose activity change, negative = inhibition, hits mostly inhibitors | 0.093% of 390,000 active | AID 602179; further: potency means the concentration at half of the fitted maximal effect; on the % scale 0 is the no-effect control and ±100 the full control effect; nearly all actives have a fitted effect of over 65% in size
Target sequence (O75874 whole entry R132H, stated change not applied): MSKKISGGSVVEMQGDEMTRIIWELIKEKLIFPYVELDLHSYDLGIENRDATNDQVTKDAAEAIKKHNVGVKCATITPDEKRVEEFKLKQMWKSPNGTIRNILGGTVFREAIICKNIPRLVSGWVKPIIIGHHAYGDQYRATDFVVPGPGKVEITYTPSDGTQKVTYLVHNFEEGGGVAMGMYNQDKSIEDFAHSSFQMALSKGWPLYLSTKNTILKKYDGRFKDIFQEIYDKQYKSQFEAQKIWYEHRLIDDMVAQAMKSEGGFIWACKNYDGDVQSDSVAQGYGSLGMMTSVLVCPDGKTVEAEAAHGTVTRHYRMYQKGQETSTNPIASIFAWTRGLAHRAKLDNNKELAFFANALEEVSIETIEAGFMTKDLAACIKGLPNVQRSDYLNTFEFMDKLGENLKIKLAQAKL
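IDH1-R132H (0.5 ug/mL) preincubated 30 min with compound, then NADPH (0.016 mM) and alpha-KG (2 mM) added; 80 min at RT, pH 7.5. Remaining NADPH coupled via diaphorase/resazurin to fluorescence (540/590 nm); concentration-response curves normalized to no-enzyme control.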
Pin1 inhibitor: blocks the human prolyl isomerase Pin1; Q13526; Pin1 FP peptide displacement, HiFluor488, 10 min; Potency, µM (series often up to 115 µM), without a hit: at the top dose activity, negative = inhibition, usual class: inhibitors; 0.009% of 390,000 active; AID 504891; active means well fitted inhibition curve with a large enough effect in the polarisation, with a control signal flat, not every such curve was filed as active; inconclusive means small, poorly fitted or top-dose-only effect, or effect the other way, or a change in a side signal; inactive means no such curve, though single readings can be large or run the other way; the % refers to the polarisation; further: potency means the concentration at half of the fitted maximal effect; on the % scale 0 is the no-effect control and ±100 the full control effect
Target sequence (Q13526 whole entry, looked up): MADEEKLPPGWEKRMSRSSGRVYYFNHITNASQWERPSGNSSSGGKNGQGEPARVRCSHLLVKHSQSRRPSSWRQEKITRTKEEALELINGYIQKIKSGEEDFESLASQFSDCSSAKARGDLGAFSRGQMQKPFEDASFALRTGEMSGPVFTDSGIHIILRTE
HP1b chromo inh: inhibitors of HP1-beta chromodomain binding to methylated histone tails; P83916; AlphaScreen HP1-beta / biotin-H3K9me3 peptide binding; Potency, µM (top dose mostly 114 µM), without a hit: at the top dose activity change, negative = inhibition, hits mostly inhibitors; 0.56% of 390,000 active; AID 540317; further: potency means the concentration at half of the fitted maximal effect; nearly all actives have a fitted effect of over 70% in size; inactives centre near 23
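AlphaScreen: HP1-beta (50 nM) preformed 30 min with biotin-H3(1-18)K9me3 peptide (50 nM) in PBS pH 7.4, 0.01% Tween-20. Compound added for 30 min at RT, then streptavidin donor/nickel chelate acceptor beads (10 ug/mL) for 30 min.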
TrxR1 substrate: substrates of rat thioredoxin reductase 1; Potency, µM (series often up to 114 µM), for the others: top-dose activity change, negative = substrate turnover; AID 588456; purified TrxR1 substrate turnover, NADPH consumption readout; 0.01% of 390,000 active; further: potency means the concentration at half of the fitted maximal effect; on the % scale 0 is the no-effect control and ±100 the full control effect; nearly all actives have a fitted effect of over 50% in size
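Rat TrxR1, dispensed at 90 nM, was prereduced with 400 uM NADPH (final) for 5 min at ~22 deg C, then incubated with compound 15 min before 400 uM selenite. A first-read NADPH fluorescence drop versus no-compound background flagged substrates.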
PI4K2A block: PI4K2A (human) kinase inhibition; Q9BTU6; purified PI4K2A, ADP-Glo luminescence, 1 h; stronger effect = lower value; activity change, negative = inhibition, % at 76.9 µM; 0.13% of 420,000 active; in the data active means activity change below about -50%; inconclusive means mostly about -30% to -49%;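 further: -100% = wells without enzyme as full effect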
Target sequence (Q9BTU6 whole entry, looked up): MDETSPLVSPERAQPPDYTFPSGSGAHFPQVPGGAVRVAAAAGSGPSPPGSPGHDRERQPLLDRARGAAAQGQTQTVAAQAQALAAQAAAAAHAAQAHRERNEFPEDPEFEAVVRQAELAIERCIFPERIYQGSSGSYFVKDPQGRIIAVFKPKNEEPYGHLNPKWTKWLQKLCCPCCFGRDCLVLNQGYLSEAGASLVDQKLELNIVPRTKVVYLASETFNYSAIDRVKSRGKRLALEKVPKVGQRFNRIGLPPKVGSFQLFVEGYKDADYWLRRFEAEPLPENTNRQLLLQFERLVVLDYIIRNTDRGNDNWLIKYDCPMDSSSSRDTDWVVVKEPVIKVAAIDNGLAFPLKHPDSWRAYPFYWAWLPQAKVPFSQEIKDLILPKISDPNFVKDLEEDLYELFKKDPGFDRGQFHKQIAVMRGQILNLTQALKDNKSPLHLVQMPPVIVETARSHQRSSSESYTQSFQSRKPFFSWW
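PI4K2A activity was measured by ADP-Glo luminescence: enzyme (4 ug/mL stock) and phosphatidylinositol (1.2 mM stock) in Tris pH 7.5/MgCl2/EGTA/Triton X-100 buffer were reacted with ATP (300 microM stock) for one hour at ambient temperature.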
Tb PGK inh: inhibitors of T. brucei phosphoglycerate kinase. P07378. PGK/GAPDH coupled, Kinase-Glo luminescence, 60 min. Potency, µM (top dose mostly 57.5 µM), inactives show at the highest dose activity change, negative = inhibition, usual class: inhibitors. 0.043% of 380,000 active; further: potency means the concentration at half of the fitted maximal effect; on the % scale 0 is the no-effect control and ±100 the full control effect; nearly all actives have a fitted effect of over 60% in size
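Recombinant glycosomal PGK reaction used 1,3-bisphosphoglycerate generated in-well by GAPDH (100nM final) in 100mM TEA pH 7.6, 5mM MgCl2, 0.01% Tween-20. After 60 minutes at room temperature, ATP was read by Kinase-Glo Plus luminescence end-point.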
* = called active by the depositor; i = inactive; ? = inconclusive; . = not tested or not shown; [ ] = remark or other dose. Unless noted, the call rests on the fitted dose curve; in most records, active means well fitted curve in the direction sought with a large enough effect; inconclusive means small, poorly fitted or top-dose-only effect, or another doubt; inactive means no such curve, though single readings can be large; an effect the other way counts as inactive or inconclusive.

Results follow in this order: USP1-UAF1 inh	Pin1 inhibitor	TrxR1 substrate	mIDH1 inhibitor	GLS inhibitor	TrxR1 inh	Tb PGK inh	HP1b chromo inh	PI4K2A block
CC(=O)NC1C(Oc2ccc(C)cc2)OC2COC(c3ccco3)OC2C1O (centres undefined)
→ -6%	-4%	-8%	0%	4%	-11%	-3%	26%	1
Cc1nc2ccccc2c(=O)n1CCCN1CCOCC1
→ -10%	-3%	7%	-7%	-3%	41%[activator]	-5%	33%	5
COCc1cc(=O)[nH]c(Nc2nc3ccccc3o2)n1
→ -11%	-11%	-9%	2%	7%	-29%	0%	47%[activator]	-7
O=C(NCCO)/C(=C/c1ccc(Br)cc1)NC(=O)c1cccs1
→ -17%	-10%	4%	-3%	10%	16%	4%	6%	3
COc1ccc(-c2cc(C(=O)OCc3ccccn3)c3ccccc3n2)cc1
→ -10%	3%	153%[activator]	0%	0%	106%[activator]	-7%	205%[activator]	-3
CCCOc1ccc(C(F)(F)F)cc1NC(=O)CCc1c(C)noc1C
→ -6%	-1%	-7%	13%	-1%	6%	2%	34%[activator]	3
CC(=O)Nc1ccc(-c2ccnc(-c3ccc(NC(C)=O)cc3)n2)cc1
→ -14%	1%	-7%[57.1 µM]	3%	-9%	2%[57.1 µM]	i	27%	-5
COc1ccc(Br)cc1/C=N/Nc1ccc(S(=O)(=O)Nc2ccccc2C(=O)O)cc1[N+](=O)[O-]
→ ?	.	-14%	?	7%	?	?	22µM*	1
CC(C)C1N=C2c3ccccc3N=C(SCC(=O)NCCc3ccc(S(N)(=O)=O)cc3)N2C1=O (centres undefined)
→ -2%	-2%	33%[activator]	12%	8%	-10%	i	24%	1
Cc1ccc(CNC(=O)C(C)OC(=O)c2ccco2)cc1 (centres undefined)
→ -20%	4%	9%	1%	1%	17%	-6%	8%	7
COc1cc(C2C(C(=O)c3ccc(C)o3)=C(O)C(=O)N2c2cc(C)on2)cc(OC)c1OC (centres undefined)
→ -3%	-7%	-12%	-10%	6%	?	7%	30%	0
Cc1ccc(SCC(=O)NCc2ccc(F)cc2)cc1
→ -15%	11%	10%[57.1 µM]	8%	-12%	17%[57.1 µM]	2%	38%	-1
CC1=C(C(=O)Nc2ccc(Cl)cc2)C(c2ccco2)NC(=O)N1 (centres undefined)
→ -14%	0%	-1%[0.457 µM]	2%	31%[activator]	10%	-10%	21%	-2
Cc1cccc(NC(=O)c2nc(S(=O)(=O)Cc3ccccc3)ncc2Cl)c1
→ -12%	20%	2%	6%	?	5.6µM*	i	-4%[57 µM]	0
O=C(c1ccco1)N1CCN(CC(O)COc2ccc3oc4ccccc4c3c2)CC1 (centres undefined)
→ -20%	1%	0%	3%	-5%	3%	7%[11.5 µM]	6%	1
CCOCCCNC(=O)C1CCN(S(=O)(=O)CC)CC1
→ 9%	-2%	10%	9%	4%	18%	-5%	0%	-1
C=CCn1cccc(C(=O)Nc2cc(OC)cc(OC)c2)c1=O
→ ?	-3%	-9%[57.1 µM]	0%	0%	-13%[57.1 µM]	-6%	-11%	-1
O=c1cccc(-c2ccc(Br)cc2)o1
→ -16%	-8%	12%[57.1 µM]	2%	2%	16%[57.1 µM]	1%	29%	0
CCOc1ccc(NC(=O)C2(c3ccc(OC)c(OC)c3)CCCC2)cc1
→ -8%	-8%	-7%	0%	1%	-3%	i	19%	2
Cc1ccc(OCCN2CCN(c3nc(NCc4ccco4)c4ccccc4n3)CC2)cc1
→ -17%	13%	8%	6%	-5%	-15%	-3%	-34%	-4

Next entries:
Results follow in this order: USP1-UAF1 inh	Pin1 inhibitor	TrxR1 substrate	mIDH1 inhibitor	GLS inhibitor	TrxR1 inh	Tb PGK inh	HP1b chromo inh	PI4K2A block
CCOc1ccc(Nc2oc(/C=C/c3cccc(OC)c3)nc2C#N)cc1
→ -17%	-2%	6%	11%	3%	28%	-5%	22%	0
Cc1sc(NC(=O)Cn2nc(C(F)(F)F)cc2C)c(C(=O)OC(C)C)c1C
→ -19%	-3%	4%[57.1 µM]	1%	-1%	33%[57.1 µM]	-1%	13%	3
COc1cccc(C(=O)Nc2ccc(N3CCN(Cc4ccccc4)CC3)cc2)c1
→ -4%	4%	-11%	3%	2%	9%[57.1 µM]	i	8%	12
Cn1c(C(=O)NC2CCCCC2)cc2c(=O)n(C)c3ccccc3c21
→ -22%	10%	21%[57.1 µM]	15%	-2%	21%	-2%	16%	0
COC(=O)c1c(-c2ccccc2)[nH]c(-c2nccc3ccccc23)c1C(=O)OC
→ -11%	.	.	0%	13%	.	3%	.	-3
CCCCCC[n+]1c(-c2ccccc2)csc1Nc1ccccc1
→ -14%	2%	8%[11.4 µM]	2%	-4%	23%	0%	17%	0
COc1ccc(CCNS(=O)(=O)c2ccc(OC)c(OC)c2)cc1OC
→ -5%	0%	3%	1%	-1%	13%	3%	28%	-10
Cc1ccc(S(=O)(=O)CCC(=O)Nc2nnc(-c3ccccc3S(C)(=O)=O)o2)cc1
→ -11%	-3%	17%	1%	1%	-17%	7%	30%	-3
CC1CCc2nc(NC(=O)CN3CCN(c4ccc(F)cc4)CC3)sc2C1 (centres undefined)
→ -16%	2%	4%	-2%	12%	9%	-3%	-27%	-1
CCOC(=O)Cc1[nH]nc2c1C(c1cc(OC)ccc1OC)C(C#N)=C(N)O2 (centres undefined)
→ -6%	-1%	9%	0%	11%	9%	-17%	18%	4
O=C(NN=C1C2CC3CC(C2)CC1C3)c1ccncc1
→ 7%	2%	11%[57.1 µM]	15%	25%	0%[57.1 µM]	7%	3%	-4
O=[N+]([O-])c1ccccc1OCCCN1CCc2ccccc2C1
→ -5%	-1%	-5%	-6%	-7%	-3%	-1%	34%	2
CC(=O)c1ccc(NC(=O)CNCC(c2ccccc2)N(C)C)cc1 (centres undefined)
→ -16%	-6%	-2%[57.1 µM]	1%	-19%	1%[57.1 µM]	-7%	9%	1
NC(=O)c1ncn([C@@H]2O[C@H](CNCc3ccccc3OCc3ccc(Cl)cc3Cl)[C@@H](O)[C@H]2O)n1
→ -19%	-3%	2%	-2%	-1%	7%	-10%	18%	-1
CCCCc1nnc(NC(=O)CCc2ccccc2)s1
→ -1%	4%	-8%	0%	3%	0%	0%	36%[activator]	8
CCc1cccc(NC(=O)c2cc(-c3ccccc3)n[nH]2)c1
→ -6%	6%	-4%	.	-10%	11%	.	23%	-3
COc1ccc(S(=O)(=O)Nc2ccccc2C(=O)NCc2cccnc2)cc1
→ -17%	0%	-9%[57.1 µM]	-3%	5%	11%[57.1 µM]	i	21%	5
CCOc1ccc(NC(=O)NC(C)c2c(-n3cccc3)sc3c2CCN(CC)C3)cc1 (centres undefined)
→ -11%	?	-8%	-9%	?	-2%	-6%	-15%	3
O=C(c1cccc(NC2=NC3CS(=O)(=O)CC3S2)c1)N1CCN(c2cccc(Cl)c2)CC1 (centres undefined)
→ -25%	-7%	11%[57.1 µM]	5%	7%	14%[57.1 µM]	-10%	20%	-3
CSc1nnc(C)c(/C=C/Nc2ccc(F)cc2)n1
→ -13%	?	3%[57.1 µM]	7%	9%	2%[57.1 µM]	-7%	30%	4

Continuation:
Results follow in this order: USP1-UAF1 inh	Pin1 inhibitor	TrxR1 substrate	mIDH1 inhibitor	GLS inhibitor	TrxR1 inh	Tb PGK inh	HP1b chromo inh	PI4K2A block
COc1ccc(C(=O)Nc2ccc(OCC(F)(F)C(F)F)c(C(F)(F)F)c2)cc1OC
→ ?	?	-15%	9%	-12%	1%	-8%	56%[activator]	0
CCOC(=O)c1ccc2ncc(C(=O)OCC)c(NCc3ccco3)c2c1
→ -4%	-5%	81%[activator]	2%	-11%	?	-6%	22%	-18
Cc1cc(C)cc(NS(=O)(=O)c2ccc3[nH]cc(C(=O)N4CCc5ccccc54)c(=O)c3c2)c1
→ -18%	25%	-7%[57.1 µM]	-3%	1%	9%[57.1 µM]	i	-4%	-4
Cc1ccc2nc(-c3ccc(N4C(=N)SC5CS(=O)(=O)CC54)cc3)sc2c1 (centres undefined)
→ -13%	3%	83%[activator]	-4%	-5%	-21%	3%	33%	0
COc1cc(-c2nc(Cn3nnc(C(=O)Nc4cc(C)cc(C)c4)c3C)c(C)o2)cc(OC)c1OC
→ -14%	15%	9%	-3%	-10%	-12%	-8%	-10%	-1
O=c1[nH]c2cc(Cl)ccc2c(O)c1-c1cccc(Oc2ccccc2)c1
→ 7%	2%	-1%	0%	9%	17%	6%	26%	-1
CCc1nnc(NS(=O)(=O)c2ccc(N=Cc3c(C)[nH]n(-c4ccc(C)c(C)c4)c3=O)cc2)s1
→ -20%	-3%	7%[57.1 µM]	-1%	11%	0%[57.1 µM]	-2%	-8%	4

This is a subset, so the mix of outcomes need not match the whole.
